# Screens deposited in PubChem by National Center for Advancing Translational Sciences (NCATS).
# ALOX12 inh – inhibitors of human 12S-lipoxygenase ALOX12 | Potency, µM (top dose mostly 108 µM), inactives show top-dose activity change, negative = inhibition, actives largely listed as inhibitors | purified 12hLO, xylenol orange hydroperoxide absorbance | 580,000 compounds, 1.1% hits | AID 1671190 | P18054; active means well fitted inhibition curve with a large enough effect; inconclusive means small, poorly fitted or top-dose-only effect, or another doubt; inactive means no such curve, though single readings can be large or run the other way
# Target sequence (P18054 whole entry, looked up): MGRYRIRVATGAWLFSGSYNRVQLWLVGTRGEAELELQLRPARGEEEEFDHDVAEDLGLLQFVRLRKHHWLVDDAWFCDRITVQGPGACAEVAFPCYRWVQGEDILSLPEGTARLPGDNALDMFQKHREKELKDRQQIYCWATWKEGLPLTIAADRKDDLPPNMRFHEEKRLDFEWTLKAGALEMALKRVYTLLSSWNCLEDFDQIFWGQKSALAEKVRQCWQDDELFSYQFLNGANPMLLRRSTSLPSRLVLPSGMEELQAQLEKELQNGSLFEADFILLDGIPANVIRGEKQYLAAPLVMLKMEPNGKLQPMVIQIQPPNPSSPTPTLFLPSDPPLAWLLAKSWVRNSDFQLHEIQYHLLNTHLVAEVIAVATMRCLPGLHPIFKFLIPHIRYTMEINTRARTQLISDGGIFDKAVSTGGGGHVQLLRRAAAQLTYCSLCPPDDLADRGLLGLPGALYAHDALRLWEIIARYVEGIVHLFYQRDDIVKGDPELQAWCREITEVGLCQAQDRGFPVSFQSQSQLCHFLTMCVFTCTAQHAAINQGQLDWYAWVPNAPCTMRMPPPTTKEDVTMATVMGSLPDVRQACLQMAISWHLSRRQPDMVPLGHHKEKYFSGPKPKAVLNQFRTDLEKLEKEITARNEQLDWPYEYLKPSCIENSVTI
#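 Purified human 12hLO at 150 nM in 25 mM Hepes, 0.01% Triton X-100, pH 7.0, preincubated 15 min at room temperature with compound. Reaction started with 40 uM arachidonic acid, 30 min at room temperature. Hydroperoxide measured by Fe-xylenol orange, 573/405 nm absorbance ratio.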
# An asterisk follows results filed as active; ? = inconclusive; [ ] = another dose, or the depositor's remark. On the % scale 0 is the no-effect control and ±100 the full control effect; potency means the concentration at half of the fitted maximal effect. Not all compounds are listed, so the mix of outcomes need not match the whole.
No.	canonical_smiles	ALOX12 inh
1	Cc1ccc(-c2nc(NC(=O)c3cc(C)on3)sc2C)c(C)c1	24%
2	CNc1oc(-c2cc(S(=O)(=O)N(C)c3ccccc3)c(C)o2)nc1C#N	12%
3	O=C(c1ccccc1)N1CCCN(c2cc(-c3ccccc3)[nH]n2)CC1	47%[activator]
4	Cn1c(=O)c2cc(NC(=S)NCc3ccccc3F)ccc2n1Cc1cccc(C(F)(F)F)c1	?
5	Cc1cccc(CN(C)CC2CCCN(CCc3cccc(C(F)(F)F)c3)C2)n1 (stereo not drawn)	114%[activator]
6	Cc1ccc(-c2nc(C#N)c(N3CCOCC3)o2)cc1	?
7	O=C(c1ccccc1F)N1CCC2(CC1)CC(N(Cc1ccc(F)cc1)C1CC1)CCO2 (stereo not drawn)	25%
8	COc1ccc(C2=Nc3ccccc3N(C(=O)c3ccc(C(F)(F)F)cc3)C2C(=O)NCc2ccccc2)cc1 (stereo not drawn)	?
9	CCN1CCCCC12Cc1ccccc1CN(S(=O)(=O)c1ccccc1)C2 (stereo not drawn)	?
10	CC/C=C/CCO	-1%[176 µM]
11	O=C(C[C@@H]1CCNC[C@@H]1Cc1cc(CC2CCCCC2)on1)NC1CCCCC1	-1%[176 µM]
12	COc1ccc(OC)c(/C=N/OCc2c(Cl)cccc2Cl)c1	3%
13	COc1cc(CCN(C(C)=O)C2C(=O)Nc3ccccc3N=C2c2ccc3c(c2)OCO3)cc(OC)c1 (stereo not drawn)	2µM*
14	CCOC(=O)c1sc(NC(=O)Nc2cccc(Cl)c2)nc1C	-6%
15	COc1ccc(N2Cc3c(ncnc3N3CCCN(C(C)=O)CC3)N(C)CC2=O)cc1	15%
16	O=C1C(n2cccc2)c2ccccc2N1Cc1ccc(C(F)(F)F)cc1 (stereo not drawn)	-23%
17	CCN1CCN(C(C(=O)O)c2c[nH]c3ccc(NC(=O)CCC(=O)O)cc23)CC1 (stereo not drawn)	?
18	CN1c2cc(C(=O)NCc3ccccc3Cl)ccc2C(=O)N2CCCC21 (stereo not drawn)	5%
19	CCOC(=O)Cn1cnc2c1c(=O)n(C)c(=O)n2C	9%
20	CN(Cc1ccccc1)C(=O)/C=C/c1cccs1	?
21	CCc1nc2c(OCc3ccccc3C(=O)OC)cccn2c1N(C)C(=O)c1cccc(OC)c1	-8%
22	O=C(NCc1ccc(F)cc1)N1CC(Oc2ccc(-c3noc(-c4ccccc4)n3)cc2)C1	-1%
23	O=C(NC1CCCC1)C1c2ccccc2C(=O)N(Cc2ccccc2)C12CCCC2 (stereo not drawn)	1%
24	N#Cc1ccccc1CSCCNC(=O)c1nccnc1N	1%
25	O=C(c1ccc(-c2ccco2)cc1)N1CCOc2ccc(CN3CCN(c4ccccn4)CC3)cc2C1	?
26	COCCN1C(=O)CCc2cc(NC(=O)c3c(F)cccc3F)ccc21	24%
27	CC1CCN(C(=O)CCC[C@H]2NC[C@@H]3C[C@H]2CN(Cc2ccccc2)C3)CC1	10µM*
28	O=C(CC1Cc2ccccc2C1)N[C@H]1CCOC[C@H]1C1CCOCC1	-42%
29	Cc1ccccc1CN1CCc2ncc(C(=O)Nc3ccccc3)n2CC1	10%[176 µM]
30	O=C(c1cccc(F)c1)N1CCC(n2cc(-c3nc(-c4ccccc4)no3)nn2)CC1	51%[activator]
31	C=CCN1C(=O)c2n[nH]c(C)c2C1c1ccc(C)cc1 (stereo not drawn)	3%
32	Cn1nc(C(=O)N2CCOc3ccc(CCC(N)=O)cc3C2)c2ccccc21	63%[activator]
33	O=S(=O)(c1ccccc1)N1CCC(n2cnnc2-c2ccccc2)CC1	20%
34	Clc1ccc(Cl)c(NCc2nnc3n2CCCCC3)c1	27%
35	O=C(Cc1ccccc1F)N1CCOc2ccc(CN3CCc4ccccc4C3)cc2C1	25%
36	CNC(=O)CCc1c(-c2ccccc2)[nH]c2ccc(F)cc12	36%[activator]
37	N#Cc1ccccc1OCCCN1CCC(C(O)(c2ccccc2)c2ccccc2)CC1	?
38	COc1ccc(-c2noc([C@@H]3CCCN3C(=O)Cc3ccc(C)cc3)n2)cc1	12%
39	O=[N+]([O-])c1cccc(N/N=C/c2ccccc2Br)c1	?
40	COc1cccc(C(=O)N2CCC(N3C[C@H](O)C[C@H]3C(=O)NCc3cccc(C)c3)CC2)c1	12%
41	CC(C)c1ccc(NC(=O)CSc2ncc(-c3ccc(F)cc3)o2)cc1	0%
42	CCCNc1nc2c(c(=O)n(C)c(=O)n2C)n1Cc1ccc(Br)cc1	?
43	CC(C)CC(NC(N)=O)C(=O)O (stereo not drawn)	1%
44	CCN(Cc1ccc(OC)cc1)Cc1cc(=O)oc2ccc(C)cc12	?
45	CCN(CC)C(=O)C1=C(C)N(CCCN2CCCC2=O)C(=O)C(CC(=O)NC2CCCC2)C1 (stereo not drawn)	23%
46	CCS(=O)(=O)N1CCCc2cc(C(=O)Nc3cc(C)ccc3C)ccc21	-13%
47	C[C@@H]1CN([C@H](C)CO)C(=O)c2cc(NC(=O)Nc3ccc(F)cc3)ccc2O[C@@H](C)CCCCO[C@H]1CN(C)S(=O)(=O)c1ccc(Cl)cc1	?
48	Cc1ccncc1C(=O)N1CCCC(c2nnnn2C)C1 (stereo not drawn)	10%
49	Cc1ccc(NC(=O)COc2ncnc3ccccc23)c(C)c1	?
50	CC1(C(=O)NCCN2CCOCC2)CCc2cnc(NCc3ccccc3)nc21 (stereo not drawn)	-17%[176 µM]

# Not a retest: an excerpt of the list.
No.	canonical_smiles	ALOX12 inh
33	O=S(=O)(c1ccccc1)N1CCC(n2cnnc2-c2ccccc2)CC1	20%
34	Clc1ccc(Cl)c(NCc2nnc3n2CCCCC3)c1	27%
35	O=C(Cc1ccccc1F)N1CCOc2ccc(CN3CCc4ccccc4C3)cc2C1	25%
36	CNC(=O)CCc1c(-c2ccccc2)[nH]c2ccc(F)cc12	36%[activator]
37	N#Cc1ccccc1OCCCN1CCC(C(O)(c2ccccc2)c2ccccc2)CC1	?
38	COc1ccc(-c2noc([C@@H]3CCCN3C(=O)Cc3ccc(C)cc3)n2)cc1	12%

# New compounds follow
No.	canonical_smiles	ALOX12 inh
51	CCOC(=O)c1cnc2ccc(Cl)cc2c1Nc1ccccc1OC	-2%
52	COc1ccc(-n2nc(C3CCCN(C(C)=O)C3)[nH]c2=O)cc1 (stereo not drawn)	3%[176 µM]
53	COc1cc(OC)cc(C2=Cc3ccccc3C(CC(C)=O)N2c2ccc(-c3cccs3)cc2)c1 (stereo not drawn)	?
54	CCOc1cc(CN(CC(=O)NC2CCCCC2)C2CC2)ccc1OC(F)F	3%
55	Cc1cnc(-c2cccnc2)n1C1CCCN(C(=O)c2cccn2C)C1 (stereo not drawn)	38%[activator]
56	Cc1ccccc1-c1nc(N2CCOCC2)cc2c1CN(CC1CC1)C2=O	13%[176 µM]
57	COc1c(C)cccc1C(=O)Nc1cccc2ncccc12	?
58	COc1ccccc1CCC(=O)N1C[C@@H](C(N)=O)[C@H](c2nc(C)no2)C1	15%
59	COc1ccc(CN2C[C@@H](CO)O[C@@H](n3cnc4c(NCCCO)ncnc43)C2)cc1	3%
60	O=C(Oc1cccc2ccccc12)c1ccc(-c2ccccc2)cc1	-6%
61	NCC1CCN(Cc2ccccc2)C1 (stereo not drawn)	?
62	CCc1noc(-c2cccn3c(CNC(=O)c4cc(F)ccc4F)nnc23)n1	72%[activator]
63	C[C@@H]1CCCCO[C@@H](CN(C)Cc2ccc(Cl)c(Cl)c2)[C@@H](C)CN([C@H](C)CO)C(=O)c2cc(NC(=O)CCC(F)(F)F)ccc2O1	-13%
64	COc1ccc(C(=O)N2CCC3(CC2)CC(c2cccc(C(F)(F)F)c2)=NO3)cc1	51%[activator]
65	COC(=O)c1ccc(NC(=O)N(C)CCc2noc(-c3ccc(C(=O)N4CCCC4)cc3)n2)cc1	?
66	C[C@@H]1CCCCO[C@@H](CN(C)S(=O)(=O)c2ccc(F)cc2)[C@@H](C)CN([C@H](C)CO)C(=O)c2cc(N(C)C)ccc2O1	?
67	CC1CCCN(C(=O)CCc2c[nH]c3ccccc23)C1 (stereo not drawn)	8%
68	O=C(Nc1ccccc1)C1(CCO)CCN(Cc2ccccc2)C1 (stereo not drawn)	41%[activator]
69	C[C@@H](NC(=O)Cc1ccccc1)c1onc(-c2cccnc2)c1C(=O)O	?
70	Cc1cccc(/C=C(/C#N)c2nc(-c3ccncc3)cs2)c1	?
71	N#CCCN(C(=O)Cn1nc(Cc2ccncc2)c2ccccc2c1=O)c1ccccc1	10%
72	CCc1ccc(CNC(=O)c2ccc3nc(CC)c(CC)nc3c2)cc1	-2%
73	Cc1ccc(-c2cn3c(n2)CO[C@@H](CNC(=O)c2cccnc2)C3)cc1	?
74	CN1CCC(NC(=O)c2cccc3ccccc23)CC1	?
75	CCn1c(CO)nnc1C1CC(NC(=O)NCCc2ccccc2F)C1 (stereo not drawn)	10%

# Shown as a hit in ALOX12 inh (from the list above):
No.	canonical_smiles	ALOX12 inh
13	COc1cc(CCN(C(C)=O)C2C(=O)Nc3ccccc3N=C2c2ccc3c(c2)OCO3)cc(OC)c1 (stereo not drawn)	2µM*
27	CC1CCN(C(=O)CCC[C@H]2NC[C@@H]3C[C@H]2CN(Cc2ccccc2)C3)CC1	10µM*

# Later entries:
No.	canonical_smiles	ALOX12 inh
76	Cc1ccc(C)c(-n2nc(-c3c(C)nc4scc(CC(=O)NC(C)C(C)C)n4c3=O)cc2C)c1 (stereo not drawn)	4%
77	Clc1cccc(-c2cnc([C@@H]3COCCN3Cc3ccccc3)[nH]2)c1	25%[176 µM]
78	CS(=O)(=O)N1CCCc2cc(C(=O)N(Cc3c(F)cccc3Cl)C3CC3)ccc21	-2%
79	CCc1ccc(C(=O)C(C)Oc2ccc3ccc(=O)oc3c2)cc1 (stereo not drawn)	-19%
80	COc1ccc(-c2cnc3c(NC(C)=O)cc(-c4ccc(C(=O)N5CCOCC5)cc4)cn23)cc1OC	?
81	CC(C)(C)NC(=O)C1c2ccccc2OCC(=O)N1Cc1ccco1 (stereo not drawn)	?
82	COc1ccc(C2C3=C(CCCC3=O)Nc3cc(OC)cc(OC)c32)cc1 (stereo not drawn)	?
83	COc1ccccc1N1CCN(c2ncccc2CNC(=O)c2ccoc2)CC1	-13%
84	CCC(=O)Nc1ccc(C2(C(=O)O)CCC2)cc1	5%
85	CCOc1ccccc1NC(=O)N1CC(c2nnc(-c3ccncc3)o2)C2(CCOCC2)C1 (stereo not drawn)	14%
86	CCCSc1nc2c(c(=O)[nH]c(=O)n2C)n1CC(O)COc1ccc(Cl)cc1 (stereo not drawn)	-13%
87	CC1(Cc2ccc(C(F)(F)F)nc2)C(=O)Nc2cc(-c3ccccc3Cl)ccc21 (stereo not drawn)	-5%
88	C/C=C/Cn1c(=O)c2c(nc(-n3nc(C)cc3C)n2CC)n(C)c1=O	-8%
89	O=C(N[C@@H](Cc1cccnc1)C(=O)N1CCC[C@H]1C(=O)NCCc1ccccc1Cl)c1ccc(Cl)cc1Cl	-11%
90	O=C(NCC1CCOCC1)[C@@H]1C[C@@H](c2ccc(F)cc2)N(CCOc2ccccc2)C1	?
91	Cc1cc(C)cc(CC(=O)N2CCC2(C)C(=O)NS(=O)(=O)c2ccc(C(C)(C)C)cc2)c1 (stereo not drawn)	-11%
92	O=C(CCCn1ccnc1)N1CCn2nc(C(O)Cc3ccccc3)cc2C1 (stereo not drawn)	36%
93	CC1CCC(NC(=O)/C=C/c2ccc(C(=O)NC3CC3)cc2)CC1 (stereo not drawn)	?
94	COc1ccc(-c2csc(C(C)(O)c3ccc(F)c(F)c3)n2)cn1 (stereo not drawn)	-29%
95	COc1ccc(CC(=O)NC2CCN(c3cc(-c4ccc(Cl)cc4)[nH]n3)CC2)cc1	5%
96	COc1cccc(CN2CCC3(CCC3OC)CC2)c1 (stereo not drawn)	24%
97	COC(=O)C[C@@H]1C=C[C@@H](NS(=O)(=O)c2ccccc2OC)[C@@H](CO)O1	0%
98	O=C([C@@H]1C[C@H](F)CN1C(=O)NC1CCCCC1)N1CCc2ccccc2C1	4%
99	CCOC(=O)c1cccc(NC(=O)c2ccc(-n3cnc(NC(C)=O)c3)cc2)c1	-1%
100	C[C@H](CO)N1C[C@H](C)[C@H](CN(C)Cc2ccncc2)Oc2ncc(Br)cc2C1=O	1%
101	Cn1cccc1C(=O)N[C@H]1C[C@@H](C(=O)O)N(C(=O)CCC(=O)N2C[C@@H](NC(=O)c3cccs3)C[C@H]2C(=O)O)C1	?
102	CC(C)NC(=O)NC[C@H]1OC[C@@H](NCc2cccnc2)[C@@H]1O	?
103	CC(Cn1cncn1)NC(=O)c1ccc(S(=O)(=O)NCCO)cc1 (stereo not drawn)	-1%
104	C/C=C/c1cccc(-c2nc(C(=O)NC3CCC3)cc3c2[C@H](CCO)N(S(=O)C(C)(C)C)C3)c1 (stereo partly drawn)	?
105	CC(C)(C)c1ccc2cc(C(=O)O)[nH]c2c1	-5%
106	CC(C)c1cc(CN2CCC(N3CCC(C(=O)NCc4ccccn4)CC3)CC2)[nH]n1	47%[activator]
107	Cc1cccc(-c2cnc(C(O)c3ccc(F)c(C)c3)[nH]2)c1 (stereo not drawn)	-2%
108	CC(C)C[C@H]1CN([C@@H](CC(C)C)CN2CCC[C@@H]2CN2C(=S)NC[C@@H]2Cc2ccc(O)cc2)C(=S)N1CCc1ccccc1	?
109	Cc1coc2c1c(C)cc1o/c(=N/O)c3c(c12)CCC3	?
110	Cc1cccc(OCCn2c(CN3CCCCC3)nc3ccccc32)c1	5%
111	COc1cccc(CCC(=O)N2CCC3(CC2)CC(N(C(C)=O)C2CC2)CCO3)c1 (stereo not drawn)	-5%
112	c1ccc(N=NC2=NN(c3ccccc3)CS2)cc1	?
113	Cc1ccc(NC(=O)Nc2ccc(C)n(CC(=O)NCCC(C)C)c2=O)cc1	-14%
114	CCc1ccccc1OC(C(=O)O)c1ccccc1 (stereo not drawn)	3%
